H69AR inhibit: blocks growth of human H69AR lung tumor cells. H69AR lung tumor viability, ATP luminescence, 72 h; hits give low values. viability, % at 10 µM. actives 6% (n = 85,000). AID 598;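 active = viability at or below 40%; inactive = viability above 40%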;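 also: multidrug resistant small cell line overexpressing MRP-1 efflux transporter; 100% = mean luminescence of untreated control wells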
HUVEC prolif 384: blocks proliferation of human endothelial cells; HUVEC proliferation, CellTiter-Glo luminescence, 72 h; hits give low values; viability, % at 10 µM (by protocol); actives 1.1% (n = 86,000);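 active = viability at or below 30%; inactive = viability above 30%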;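 also: 100% = median luminescence of DMSO-only cell control wells on each plate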
S1P2 ag: agonists of human S1P2 receptor | activation, % at 4.5 µM | actives 0.46% (n = 97,000) | S1P2-expressing cell line, agonist reporter read-out; in the data active = activation above about 16%;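 also: 0% = vehicle low control and 100% = maximal reference agonist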
Target sequence (O95136 whole entry, looked up): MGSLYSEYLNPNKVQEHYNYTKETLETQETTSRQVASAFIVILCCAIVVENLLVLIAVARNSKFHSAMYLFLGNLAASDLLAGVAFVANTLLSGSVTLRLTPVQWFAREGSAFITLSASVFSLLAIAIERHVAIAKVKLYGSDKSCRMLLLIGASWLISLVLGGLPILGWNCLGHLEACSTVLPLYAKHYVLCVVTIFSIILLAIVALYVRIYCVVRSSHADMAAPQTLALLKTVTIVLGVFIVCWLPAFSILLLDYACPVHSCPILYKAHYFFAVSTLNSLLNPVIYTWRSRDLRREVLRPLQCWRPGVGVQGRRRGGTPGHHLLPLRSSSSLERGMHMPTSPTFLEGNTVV
hDAT+cocaine: changed human dopamine transporter uptake under cocaine IC80; LLC-PK1 hDAT cells, [14C]-dopamine uptake with cocaine IC80; actives deviate in either direction; B-score at 10 µM; actives 1.3% (n = 110,000); AID 449768;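 active = Z score or B-score, a plate-position-corrected score, falls beyond the plate's 99.7% confidence bounds, in either direction; inactive = both scores lie inside the 99.7% bounds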;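 also: scored against the spread of the other compound wells on the same plate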
Target sequence (Q01959 whole entry, looked up): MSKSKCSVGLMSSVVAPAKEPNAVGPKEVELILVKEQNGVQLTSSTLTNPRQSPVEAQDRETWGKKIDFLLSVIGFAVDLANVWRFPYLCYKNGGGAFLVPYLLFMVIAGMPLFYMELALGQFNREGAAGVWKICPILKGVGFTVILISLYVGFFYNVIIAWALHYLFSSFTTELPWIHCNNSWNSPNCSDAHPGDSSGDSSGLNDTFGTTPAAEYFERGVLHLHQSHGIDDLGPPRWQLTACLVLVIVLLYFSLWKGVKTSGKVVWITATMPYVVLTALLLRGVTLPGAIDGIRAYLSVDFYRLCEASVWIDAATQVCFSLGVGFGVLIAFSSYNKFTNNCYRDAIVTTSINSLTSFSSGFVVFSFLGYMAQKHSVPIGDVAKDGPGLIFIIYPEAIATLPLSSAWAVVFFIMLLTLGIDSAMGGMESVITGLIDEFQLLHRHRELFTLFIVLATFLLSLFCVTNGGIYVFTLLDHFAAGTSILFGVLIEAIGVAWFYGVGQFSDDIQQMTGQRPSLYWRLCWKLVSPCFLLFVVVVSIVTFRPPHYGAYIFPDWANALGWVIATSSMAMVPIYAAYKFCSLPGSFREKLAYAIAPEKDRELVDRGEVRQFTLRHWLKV
Lung fibro prol: blocks proliferation of human lung fibroblasts; LL 47 human lung fibroblast viability, ATP luminescence; hits give low values; viability, % at 10 µM; actives 1.1% (n = 85,000); AID 719;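 active = viability at or below 50% in the single dose screen; inactive = viability above 50%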;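 also: compound exposure lasted 72 h before the ATP readout; 100% = median luminescence of untreated cell-only wells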
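Benchmarks: Cell-only wells, no compound | Test system: LL 47 human lung fibroblasts, passage 12 or lower | Input: 1,150 cells/well | Measured by: CellTiter-Glo luminescence measuring cellular ATP | Medium: IMEM, 15% FBS supplement | Schedule: Overnight attachment after seeding, then 72 h compound exposure at 37 °C | Doses: Compound addition at 0.1% DMSO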
S1P2 blocker: antagonists of human S1P2 receptor; inhibition, % at 5 µM; O95136; actives 0.21% (n = 97,000); cell-based S1P2 antagonist assay, inhibition at 5 uM; AID 736; in the data active = inhibition above about 45%;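 also: CRE beta-lactamase reporter cells expressing human S1P2 stimulated with S1P; 0% = agonist at EC80 alone and 100% = agonist plus reference antagonist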
* marks the source's active call; other numbers are inactive results. Some of the compounds tested; count on the stated rates, not on these rows.

`C/C(=C\CNc1ncnc2nc[nH]c12)CO` gave hDAT+cocaine 2.
Screening COC1=CC(=O)C(O)=C(CCCCCCC/C=C/CCCCCCCC2=C(O)C(=O)C=C(OC)C2=O)C1=O returned hDAT+cocaine -1.6.
COc1c(O)cc2c(c1O)C(=O)CC(c1ccccc1)O2 (configuration not stated) was read as hDAT+cocaine 1.1.
Screening COC(C[C@@H]1O[C@@H]1C(=O)COCc1ccccc1)OC returned hDAT+cocaine -0.53.
`CN1C(C(=O)NCC2CC2)CC2Cn3c(nc4cc5ccccc5cc43)C21` (configuration not stated) gave hDAT+cocaine -0.04.
Screening C/C=C(\C)C(=O)N1CC2(CC(c3cccc(NC(=O)COc4ccc(Cl)cc4)c3)=NO2)C[C@@H]1C(N)=O (some centres not stated) returned hDAT+cocaine 0.84.
For O=C(O)C1=C[C@H](c2cccs2)C[C@H](OCCCCO)O1 the results were hDAT+cocaine -0.012.
For COc1cc2c(c(OC)c1OC)-c1c(cc3c(c1OC)OCO3)C[C@H](C)[C@@](C)(O)C2 the results were hDAT+cocaine 0.46.
Screening CCN1CCN(Cc2ccc(NC(=O)c3ccc(C)c(NC(=O)C(=O)c4c[nH]c5ccccc45)c3)cc2C(F)(F)F)CC1 returned hDAT+cocaine -0.096.
For COCCNC(=O)c1ccc2c(c1)S(=O)(=O)c1ccccc1C2=O the results were hDAT+cocaine -0.24.
For O=C(NCc1ccccc1)C1=C[C@@H](C2CC2)C[C@@H](OCc2ccc(CO)cc2)O1 the results were hDAT+cocaine 0.68.
For CC1=C(C(=O)OCC(Br)(Br)Br)C(c2cccc([N+](=O)[O-])c2)NC(=O)N1CCCC(=O)O (configuration not stated) the results were hDAT+cocaine -0.2.
Screening CCC(=O)NCCCc1nc(-c2ccccc2)no1 returned hDAT+cocaine -0.53.
Screening CN(C)c1ccc(-c2ccc([C@H]3[C@@H]4C=CCC[C@@]4(C)C(=O)N3Cc3ccccc3)c(F)c2)cc1 returned hDAT+cocaine 0.39.
Screening Cc1csc(NC(C)c2nc3cc(C(F)(F)F)ccc3n2CCCO)n1 (configuration not stated) returned hDAT+cocaine -2.7*.
Screening COC(=O)CCC(=O)OC1(C)C(=O)C=C2C=C(C3CC3)N(c3ccc(CO)cc3)C=C2C1=O (configuration not stated) returned hDAT+cocaine -0.6.
Screening C[C@]1(C(=O)NCCCNc2ncc(C(F)(F)F)cc2Cl)C=C[C@@H](Cc2ccccc2)N1C(=O)c1ccccc1 returned hDAT+cocaine -1.2.
For Cc1oc2ccc(OC(=O)N3CCOCC3)cc2c1C(=O)OC(C)C the results were H69AR inhibit 75, HUVEC prolif 384 91 and hDAT+cocaine 1.6.
Cc1[nH]nc2c1C(CCc1ccccc1)C(C#N)=C(N)O2 (configuration not stated) was read as HUVEC prolif 384 94, hDAT+cocaine 0.49 and Lung fibro prol 96.
`CCC(=O)N1CCN(c2ccc(NC(=S)NC(=O)c3cccc([N+](=O)[O-])c3)cc2)CC1` gave S1P2 ag -6, hDAT+cocaine -0.2 and S1P2 blocker 0.

At a glance, five of the compounds above:
`C/C(=C\CNc1ncnc2nc[nH]c12)CO` gave hDAT+cocaine 2.
Screening COC1=CC(=O)C(O)=C(CCCCCCC/C=C/CCCCCCCC2=C(O)C(=O)C=C(OC)C2=O)C1=O returned hDAT+cocaine -1.6.
COc1c(O)cc2c(c1O)C(=O)CC(c1ccccc1)O2 (configuration not stated) was read as hDAT+cocaine 1.1.
Screening COC(C[C@@H]1O[C@@H]1C(=O)COCc1ccccc1)OC returned hDAT+cocaine -0.53.
`CN1C(C(=O)NCC2CC2)CC2Cn3c(nc4cc5ccccc5cc43)C21` (configuration not stated) gave hDAT+cocaine -0.04.

Next part:
`CCCCCCNc1c([N+](=O)[O-])cc(C)cc1[N+](=O)[O-]` gave S1P2 ag -1, hDAT+cocaine 1.2 and S1P2 blocker -17.
`COc1ccc(/C=C/C(=O)c2cc(F)ccc2OC(=O)c2ccccc2)cc1OC` gave S1P2 ag -3, hDAT+cocaine 0.9 and S1P2 blocker -4.
CCOC(=O)c1ccc(NC(=O)CN2C(=O)CNC2=O)cc1 was read as S1P2 ag -1, hDAT+cocaine -1.1 and S1P2 blocker -7.
`CCOC(=O)CSc1snnc1C` gave S1P2 ag -5, hDAT+cocaine -0.66 and S1P2 blocker 12.
O=C1CC(SCCc2nc3ccccc3[nH]2)C(=O)N1c1ccc(F)c(Cl)c1 (configuration not stated) was read as S1P2 ag -4, hDAT+cocaine -0.11 and S1P2 blocker 19.
Screening COc1ccc(NC(=S)Nc2ccc(F)cc2)c(OC)c1 returned S1P2 ag -6, hDAT+cocaine 0.18 and S1P2 blocker -26.
Screening CCN(CC)c1cc(CS(=O)c2ccccc2)nc(-c2ccccc2)n1 (configuration not stated) returned S1P2 ag 2, hDAT+cocaine 1.3 and S1P2 blocker -6.
`CCN(CC)S(=O)(=O)c1ccc(OC)c(NC(=O)c2ccc(OC)c([N+](=O)[O-])c2)c1` gave S1P2 ag -1, hDAT+cocaine 0.55 and S1P2 blocker 4.
Screening CC(C)OC(=O)c1cc(NC(=S)Nc2ccc([N+](=O)[O-])cc2)cc(C(=O)OC(C)C)c1 returned S1P2 ag -2, hDAT+cocaine -0.96 and S1P2 blocker -1.
Screening CC(=O)Nc1ccc(S(=O)(=O)N2CCC(NC(C)=O)(c3cccc(F)c3)CC2)cc1 returned S1P2 ag -3, hDAT+cocaine -0.042 and S1P2 blocker 0.
For Cc1cccc(Nc2nc(N)nc(CN3CCC(C)CC3)n2)c1C the results were S1P2 ag -2, hDAT+cocaine -0.42 and S1P2 blocker 9.
For Cc1nn(-c2nc3ccccc3s2)c(N)c1-c1ccc(Cl)cc1 the results were S1P2 ag -1, hDAT+cocaine -0.32 and S1P2 blocker 31.
Screening CC(C)NC(=O)C(=O)NNC(=O)C12CC3CC(CC(C3)C1)C2 returned S1P2 ag 1, hDAT+cocaine -0.63 and S1P2 blocker 11.
For CCCNC(=O)c1ccccc1NC(=O)c1ccccc1N(C)S(=O)(=O)c1ccc(C)cc1 the results were S1P2 ag -4, hDAT+cocaine 0.62 and S1P2 blocker 2.
C=C(C)Cn1c(CCCNC(=O)CC)nc2ccccc21 was read as S1P2 ag -6, hDAT+cocaine 1.6 and S1P2 blocker -8.
`Nc1nc(-c2ccccc2)nc(-c2ccccc2O)n1` gave S1P2 ag -10, hDAT+cocaine -0.16 and S1P2 blocker -20.
`CCOC(=O)C(C)Sc1ncnc2nc[nH]c12` (configuration not stated) gave S1P2 ag -5, hDAT+cocaine -2.1 and S1P2 blocker -16.
For C/C(=C\C(=O)c1ccc(C)cc1)NCc1ccc(F)cc1 the results were S1P2 ag -1, hDAT+cocaine 0.053 and S1P2 blocker 18.
Screening O/N=C/c1cc(Br)ccc1OCc1ccc(F)cc1 returned S1P2 ag -1, hDAT+cocaine 1.3 and S1P2 blocker -9.
CC(C)(C(=O)c1ccccc1)/[N+]([O-])=C/c1ccccc1 was read as S1P2 ag -1, hDAT+cocaine -0.13 and S1P2 blocker 2.
N#CCC(CNc1ncc(C(F)(F)F)cc1Cl)OC(=O)c1c(F)cccc1F (configuration not stated) was read as S1P2 ag -2, hDAT+cocaine 0.68 and S1P2 blocker 4.
Screening CCOC(=O)C(C)Sc1nc2c([nH]c3ccccc32)c(=O)n1C (configuration not stated) returned S1P2 ag -7, hDAT+cocaine 0.39 and S1P2 blocker -12.
`O=C(c1ccc2c(c1)C(=O)N(c1ccc(Cl)cc1)C2=O)N1CCN(c2ccccn2)CC1` gave S1P2 ag -2, hDAT+cocaine 0.47 and S1P2 blocker 6.
`NC(=O)c1ccccc1N/C=C/C(=O)c1cccs1` gave S1P2 ag -6, hDAT+cocaine 0.29 and S1P2 blocker 11.
`COc1ccc(N2CCN(C(=O)CSc3ncnc4scc(-c5ccc(C)cc5)c34)CC2)cc1` gave S1P2 ag -10, hDAT+cocaine 1.7 and S1P2 blocker -18.
For CN=C1S/C(=C\c2cn(C(C)=O)nc2-c2ccccc2)C(=O)N1C the results were S1P2 ag 2, hDAT+cocaine 0.88 and S1P2 blocker -8.
For O=C(c1ccc(CN2CCc3ccccc3C2)cc1)N1CCN(c2ccc(F)cc2)CC1 the results were S1P2 ag -5, hDAT+cocaine 1.4 and S1P2 blocker 4.
For Cc1ccc(C(=O)NC(=S)Nc2ccccc2C(F)(F)F)c(C)c1 the results were S1P2 ag -5, hDAT+cocaine 0.31 and S1P2 blocker 8.
For N#C/C(=C\c1cccc2ccccc12)c1nn(-c2ccccc2)c(N)c1C#N the results were S1P2 ag -4, hDAT+cocaine 0.5 and S1P2 blocker 1.
CCCn1c(C(C)NC(=O)c2ccccc2)nc2ccccc21 (configuration not stated) was read as S1P2 ag -5, hDAT+cocaine 0.087 and S1P2 blocker 10.
`Cc1ccc(-c2cc(-c3ccccc3)nc(N/N=C/c3cccnc3)n2)cc1` gave S1P2 ag -4, hDAT+cocaine 0.67 and S1P2 blocker 26.
Cc1ccccc1OCCn1cc(C(=S)N2CCCC2)c2ccccc21 was read as S1P2 ag -6, hDAT+cocaine -0.016 and S1P2 blocker -8.
CSc1nc2c(c(=O)n1-c1ccc(F)cc1)SCC2 was read as S1P2 ag -8, hDAT+cocaine -0.75 and S1P2 blocker -4.
Screening O=C(CS(=O)(=O)c1cn(Cc2cccc(F)c2)c2ccccc12)N1CCCCC1 returned S1P2 ag 1, hDAT+cocaine -1 and S1P2 blocker 8.
CC(=O)Nc1nc2ccccc2n1CCN1CCOCC1 was read as S1P2 ag -3, hDAT+cocaine -1.2 and S1P2 blocker 24.
CC(C)(C)C(=O)N1CCN(c2ccc([N+](=O)[O-])cc2Cl)CC1 was read as S1P2 ag -4, hDAT+cocaine 0.082 and S1P2 blocker -1.
Screening Cc1ccc(C)c(NC(=S)NCCN2CCOCC2)c1 returned S1P2 ag -8, hDAT+cocaine 0.078 and S1P2 blocker -1.
For Cc1coc2c(C)c3oc(=O)cc(-c4ccccc4)c3cc12 the results were S1P2 ag -5, hDAT+cocaine 1.3 and S1P2 blocker 6.
Screening O=C(Nc1ccc(F)cc1)c1cn(-c2ccccc2)nc1-c1ccncc1 returned S1P2 ag -5, hDAT+cocaine -0.39 and S1P2 blocker 15.
For O=C(/C=C/Nc1cccc([N+](=O)[O-])c1)c1ccco1 the results were S1P2 ag 0, hDAT+cocaine 0.21 and S1P2 blocker 10.

Ordered by SMILES length (ascending): three of the compounds above
Cc1[nH]nc2c1C(CCc1ccccc1)C(C#N)=C(N)O2 (configuration not stated) was read as HUVEC prolif 384 94, hDAT+cocaine 0.49 and Lung fibro prol 96.
`Cc1ccc(-c2cc(-c3ccccc3)nc(N/N=C/c3cccnc3)n2)cc1` gave S1P2 ag -4, hDAT+cocaine 0.67 and S1P2 blocker 26.
For O=C(NCc1ccccc1)C1=C[C@@H](C2CC2)C[C@@H](OCc2ccc(CO)cc2)O1 the results were hDAT+cocaine 0.68.

Next structures.
`O=C(NCCCN1CCCC1=O)Nc1ccc(Cl)cc1` gave S1P2 ag -3, hDAT+cocaine -0.99 and S1P2 blocker 13.
Screening CCOC(=O)c1cc(-c2nnc(-c3cc(OC)c(OC)c(OC)c3)o2)c(C)nc1C returned S1P2 ag -3, hDAT+cocaine 1.4* and S1P2 blocker -20.
Screening CCOC(=O)C1CCN(Cc2ccc(F)cc2)CC1 returned S1P2 ag -1, hDAT+cocaine 0.26 and S1P2 blocker 1.
For CCOC(=O)Cn1c(CN(C)Cc2ccccc2)nc2c1c(=O)n(C)c(=O)n2C the results were S1P2 ag -2, hDAT+cocaine -0.0011 and S1P2 blocker -32.
CCOC(=O)N1CCN(Cc2nc(-c3ccc(OC)cc3)no2)CC1 was read as S1P2 ag -1, hDAT+cocaine 0.015 and S1P2 blocker 12.
For Cc1ccc(CN2CCN(CC(=O)N3CCC(C(N)=O)CC3)C2=O)cc1 the results were S1P2 ag -8, hDAT+cocaine -0.84 and S1P2 blocker -1.
O=S(=O)(N/N=C\C=C\c1ccccc1)c1ccccc1 was read as S1P2 ag -4, hDAT+cocaine 0.85 and S1P2 blocker 19.
`CCOC(=O)C(C)Sc1snnc1C` (configuration not stated) gave S1P2 ag -4, hDAT+cocaine 0.8 and S1P2 blocker 0.
For Cc1ccc(S(=O)(=O)/N=C(/Nc2ccccn2)c2ccc(Cl)cc2)cc1 the results were S1P2 ag -5, hDAT+cocaine 0.041 and S1P2 blocker 20.
O=C(c1cc2cc(Cl)cc(Cl)c2oc1=O)N1CCOCC1 was read as S1P2 ag -4, hDAT+cocaine -0.11 and S1P2 blocker -5.
Screening Cc1cc(C)nc(SCc2n[nH]c(=S)n2C)n1 returned S1P2 ag -2, hDAT+cocaine -0.21 and S1P2 blocker 7.
`COc1ccc(OC)c(NC(=S)NCc2ccco2)c1` gave S1P2 ag -5, hDAT+cocaine -0.63 and S1P2 blocker -15.
